Bioassay records: PubChem BioAssay, National Center for Advancing Translational Sciences (NCATS)
BRCT inh red – qHTS Assay for Inhibitors of BRCT-Phosphoprotein Interaction (Red Fluorophore); Breast cancer type 1 susceptibility protein (Homo sapiens), P38398; AID 892, 2007; Potency, µM (series often up to 76.9 µM), without a hit: at the top dose activity change, negative = inhibition, usual class: inhibitors; 75,000 tested, 0.03% active; BRCT-phosphopeptide binding, red fluorescence polarization; further: on the % scale 0 is the no-effect control and ±100 the full control effect
Target sequence (P38398 whole entry, looked up): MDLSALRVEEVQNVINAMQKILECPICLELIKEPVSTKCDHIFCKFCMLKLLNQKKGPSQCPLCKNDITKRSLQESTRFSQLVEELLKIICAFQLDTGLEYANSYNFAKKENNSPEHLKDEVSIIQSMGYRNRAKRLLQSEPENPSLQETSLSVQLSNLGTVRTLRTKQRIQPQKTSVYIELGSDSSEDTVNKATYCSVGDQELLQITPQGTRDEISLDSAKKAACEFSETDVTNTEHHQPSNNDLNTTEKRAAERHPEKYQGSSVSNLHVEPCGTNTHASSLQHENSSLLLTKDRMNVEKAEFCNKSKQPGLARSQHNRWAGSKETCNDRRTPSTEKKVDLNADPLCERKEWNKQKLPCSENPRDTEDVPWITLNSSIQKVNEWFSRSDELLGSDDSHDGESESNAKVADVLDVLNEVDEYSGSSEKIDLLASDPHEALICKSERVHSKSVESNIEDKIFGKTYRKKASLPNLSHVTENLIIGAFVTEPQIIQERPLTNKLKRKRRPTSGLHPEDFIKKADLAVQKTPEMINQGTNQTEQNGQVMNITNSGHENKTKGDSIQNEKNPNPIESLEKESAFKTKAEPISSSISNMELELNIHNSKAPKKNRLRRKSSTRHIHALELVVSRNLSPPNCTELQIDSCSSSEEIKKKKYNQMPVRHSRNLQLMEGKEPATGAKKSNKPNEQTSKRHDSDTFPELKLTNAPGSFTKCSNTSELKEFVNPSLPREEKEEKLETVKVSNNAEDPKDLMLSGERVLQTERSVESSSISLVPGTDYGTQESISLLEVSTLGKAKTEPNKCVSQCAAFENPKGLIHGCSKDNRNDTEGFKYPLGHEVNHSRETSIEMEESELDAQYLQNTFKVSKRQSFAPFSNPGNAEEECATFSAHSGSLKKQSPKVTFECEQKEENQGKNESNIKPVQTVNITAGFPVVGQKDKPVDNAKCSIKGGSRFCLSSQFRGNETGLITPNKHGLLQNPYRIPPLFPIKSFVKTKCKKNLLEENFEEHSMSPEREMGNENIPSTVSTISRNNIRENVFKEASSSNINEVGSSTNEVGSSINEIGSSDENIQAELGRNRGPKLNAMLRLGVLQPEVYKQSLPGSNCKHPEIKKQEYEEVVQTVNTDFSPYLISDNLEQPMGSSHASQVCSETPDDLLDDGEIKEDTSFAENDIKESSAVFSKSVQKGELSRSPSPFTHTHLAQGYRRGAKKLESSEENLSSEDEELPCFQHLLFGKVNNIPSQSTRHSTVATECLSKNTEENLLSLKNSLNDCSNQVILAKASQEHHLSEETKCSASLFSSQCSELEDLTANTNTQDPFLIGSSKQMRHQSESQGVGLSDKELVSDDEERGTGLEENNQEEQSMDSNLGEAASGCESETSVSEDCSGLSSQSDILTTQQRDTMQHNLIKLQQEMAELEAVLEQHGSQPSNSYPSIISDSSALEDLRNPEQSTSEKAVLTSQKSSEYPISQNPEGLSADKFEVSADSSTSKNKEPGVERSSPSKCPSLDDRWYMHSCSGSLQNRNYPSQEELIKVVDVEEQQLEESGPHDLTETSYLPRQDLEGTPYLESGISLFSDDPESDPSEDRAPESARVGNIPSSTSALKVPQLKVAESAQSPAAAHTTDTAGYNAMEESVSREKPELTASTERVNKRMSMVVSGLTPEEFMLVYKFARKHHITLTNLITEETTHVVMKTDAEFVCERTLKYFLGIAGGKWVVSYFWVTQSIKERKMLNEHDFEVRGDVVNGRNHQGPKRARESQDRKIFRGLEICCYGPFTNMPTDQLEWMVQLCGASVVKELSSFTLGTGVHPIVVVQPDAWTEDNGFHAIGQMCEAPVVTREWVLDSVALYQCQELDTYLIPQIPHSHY
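Fluorescence polarization: 100 nM His-tagged BRCA1 BRCT with 100 nM TAMRA-labelled phospho-BACH1 decapeptide, phosphate buffer pH 7.3 with 150 mM NaCl, DTT, 0.01% Tween 20; 12 min RT. Binding inhibition seen as FP decrease.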
BRCT inh green – qHTS Assay for Inhibitors of BRCT-Phosphoprotein Interaction (Green Fluorophore). Potency, µM (series often up to 76.9 µM), without a hit: at the top dose activity change, negative = inhibition, actives largely listed as inhibitors. 75,000 tested, 0.05% active. BRCA1 BRCT-phosphopeptide binding, green fluorescence polarization;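 further: potency means the concentration at half of the fitted maximal effect; plate controls were peptide without protein for full effect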
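Fluorescence polarization: His-tagged BRCT (~35 kDa BRCA1 C-terminus, 250 nM) bound to 100 nM fluorescein-labeled phosphorylated 10-aa BACH1 peptide, pH 7.3 phosphate buffer with DTT and Tween 20. Compounds incubated 12 min at room temperature; inhibition read as lowered polarization.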
ALOX15 inhib – qHTS Assay for Inhibitors of 15-hLO (15-human lipoxygenase) | Polyunsaturated fatty acid lipoxygenase ALOX15 (Homo sapiens), P16050 | purified 15hLO-1, xylenol orange hydroperoxide absorbance | Potency, µM (highest dose often 57.1 µM), for the others: top-dose activity change, negative = inhibition, usual class: inhibitors | 74,000 tested, 1.4% active | AID 887, 2007; further: potency means the concentration at half of the fitted maximal effect; on the % scale 0 is the no-effect control and ±100 the full control effect; nearly all actives have a fitted effect of over 55% in size
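Quantitative HTS in 25 mM Hepes pH 7.5 containing 0.01% Triton X-100: human 15hLO-1 at 40 nM, arachidonic acid at 50 uM, 6 min turnover. Product quantified via ferrous oxidation/xylenol orange, 573:405 nm absorbance ratio.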
A350 fluor – qHTS Assay for Spectroscopic Profiling in A350 Spectral Region; max dye-equivalent concentration, M; Compound autofluorescence, 340/450 nm, Alexa 350 dye-equivalents; hits give high values; 59,000 tested, 11% active; AID 590, 2007; in the data active means max dye-equivalent concentration above about 10 nM; inconclusive means mostly about 1.1 nM to 9.6 nM
UbGFP stabilizer – Ubiquitin-GFP Assay; Ubiquitin-GFP reporter cells, proteasome inhibition, GFP fluorescence; response scale: untreated = 0%, 10 µM MG-132 = 100%; 67,000 tested, under 10 active; AID 526, 2006; Potency, µM (titrated, usually from 45.9 µM), for inactives: at the top dose activation (GFP accumulation), hits mostly activators; active means well fitted activation curve with a large enough effect, not every such curve was filed as active; inconclusive means small, poorly fitted or top-dose-only effect, or another doubt; inactive means no such curve, though single readings can be large or run the other way; further: potency means the concentration at half of the fitted maximal effect
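U2OS Ub(G76V)-GFP reporter; O/N plating, 0.5% FBS; cpd 46 uM–2.9 nM, 4 h, 37 °C; GFP+ cell count, 488/515 nm; norm. to basal vs 10 uM MG-132; CRC fit.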
4-MU autofl – qHTS Assay for Spectroscopic Profiling in 4-MU Spectral Region; compound autofluorescence, 340/450 nm, 4-MU equivalents; hits give high values; max dye-equivalent concentration, M; 59,000 tested, 11% active; AID 589, 2007; in the data active means max dye-equivalent concentration above about 10 nM; inconclusive means mostly about 1.1 nM to 9.6 nM
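Compounds in 100 mM Tris, pH 8.0, sat 15 min at room temperature before fluorescence was read at 340 nm excitation/450 nm emission; a per-plate six-point 4-MU standard curve converted signals to dye-equivalent concentration at each compound concentration.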
HBB splicing – qHTS Assay for Modulators of Hemoglobin Beta Chain Splicing | HBB splicing reporter cell assay, activation; EGFP reporter with mutant IVS2-654 intron; response scale: normalised to 500 nM splice-correcting PNA | 65,000 tested, 0.06% active | Potency, µM (top dose mostly 46.1 µM), for the others: top-dose activation, actives largely listed as activators | AID 925, 2007; further: potency means the concentration at half of the fitted maximal effect; 0% is about no effect
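HeLa cells stably expressing EGFP interrupted by mutant beta-globin intron 2 (IVS2-654), 500/well in 2% FCS. Treated with compound for 2 days at 37C. Splicing correction scored as total well GFP intensity (488 nm excitation, 500-520 nm emission); 500 nM antisense PNA served as control.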
GFP derepression – qHTS Assay for Epigenetic Modulators; mouse C127i GFP locus derepression, cytometry, 30 h; Potency, µM (series often up to 46.1 µM), without a hit: at the top dose GFP derepression (activation); 68,000 tested, 0.09% active; AID 597, 2007; further: % of control where 0% means no effect
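Murine C127i mammary cells carrying a silenced, stably integrated CMV-driven GFP reporter were treated with compound for 30 hours at 37 C. After PBS washes, GFP-positive cells were counted by laser-scanning microplate cytometry.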
Hsp90 Hop PPI – qHTS Assay for Disrupters of an Hsp90 Co-Chaperone Interaction | AlphaScreen TPR2A-His6 binding biotin-Hsp90 C-terminal peptide | Potency, µM (top dose mostly 57 µM), for inactives: top-dose activity change, negative = inhibition | 71,000 tested, 0.44% active | Hsp90 C-terminal peptide / TPR2A (Hop) interaction, human; active means well fitted curve in either direction with a large enough effect; inconclusive means small, poorly fitted or top-dose-only effect, or another doubt; further: potency means the concentration at half of the fitted maximal effect; on the % scale 0 is the no-effect control and ±100 the full control effect; many of its hits are not listed in these tables
Pol III holo inh – qHTS Assay for Inhibitors of DNA Polymerase III Holoenzyme System. reconstituted DNA polymerase III holoenzyme replication, biochemical. Potency, µM (doses to about 57.1 µM), for the others: top-dose activity change, negative = inhibition. 71,000 tested, 0.25% active. AID 603, 2007; further: potency means the concentration at half of the fitted maximal effect; on the % scale 0 is the no-effect control and ±100 the full control effect
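Reconstituted *E. coli* holoenzyme (0.35 nM Pol III, 1 nM beta, 154 nM SSB, 2 nM primase) was preincubated with compound for 15 min at RT. Synthesis on 1.4 nM ssM13Gori ran 35 min, then was stopped with PicoGreen/EDTA and read as dsDNA fluorescence.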
CRE-bla Fsk – Cell signaling CRE-BLA (Fsk stim) | CHO CRE-bla reporter (cAMP response element driving beta-lactamase), forskolin EC10, beta-lactamase ratio | Potency, µM (doses to about 38.2 µM), inactives show top-dose activity change, negative = inhibition, hits mostly activators | 71,000 tested, 2.5% active; active means well fitted activation curve with a large enough effect in the signal ratio, with a control signal flat, not every such curve was filed as active; inconclusive means small, poorly fitted or top-dose-only effect, or effect the other way, or a change in a side signal; the % refers to the signal ratio; further: potency means the concentration at half of the fitted maximal effect; % of control where 0% means no effect
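qHTS titration format; CRE-bla CHO reporter; stimulus EC10 NKH 477, a water-soluble forskolin. Read: CCF4 460/530 nm ratio. Potency expressed as AC50 for activators or inhibitors.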
Active calls of the source: *; i = inactive; ? = inconclusive; . = no result given; [ ] = another dose, or the depositor's remark. Unless noted, the call rests on the fitted dose curve; in most records, active means well fitted curve in the direction sought with a large enough effect; inconclusive means small, poorly fitted or top-dose-only effect, or another doubt; inactive means no such curve, though single readings can be large; an effect the other way counts as inactive or inconclusive.

Structure | BRCT inh red | BRCT inh green | ALOX15 inhib | A350 fluor | UbGFP stabilizer | 4-MU autofl | HBB splicing | GFP derepression | Hsp90 Hop PPI | Pol III holo inh | CRE-bla Fsk
CC(C)COC(=O)NCCCOC(=O)Nc1ccccc1 | -0.8% | -2.8% | 11.1% | i | -4.6% | i | 5.3%[0.369 µM] | 4.7% | -0.1% | -1.7% | 4.8%
COc1ccc(-n2cnnc2SCc2csc(-c3ccccc3)n2)cc1 | -1.1% | -3.5% | -9.1% | i | 0.2% | i | -0.3%[57.5 µM] | 1.6% | -0.7% | 1.8% | ?
N#CC1=C(N)Oc2cc(O)ccc2C1c1cccs1 (configuration not stated) | -2.4% | 4.7% | ? | i | -0.9% | i | . | 0.0% | ? | 6.3% | 4.9%
Nc1nc2n(c1C(=O)c1ccccc1)CCC2 | -0.4% | -2.5% | 3.3% | i | 6.0% | i | 1.1% | 0.3% | 1.0% | 0.0% | -7.0%
CCOC(=O)/C(C#N)=C1/C=Cc2ccccc2N1CC | -0.6% | -3.0% | -12.8% | . | -3.3% | . | 0.2% | 0.0% | -16.7% | -5.1% | ?
CCn1cc(C(=O)NCCOC)c(=O)c2ccc(C)nc21 | -1.3% | -0.8% | 7.1% | i | -0.1% | i | -3.1% | -2.3% | -2.1% | -6.8% | ?
COc1cc(C(=O)OCC(=O)NC2CCCC2)cc(NC(=O)c2ccco2)c1OC | -0.5% | -2.2% | 5.8% | 1.83e-08M* | 6.2% | 1.95e-08M* | -0.2% | 0.1% | -2.2% | -3.6% | ?
CCCn1c(=O)c(-c2ccccc2)c(O)c2ccccc21 | 1.2% | 0.5% | -4.6% | i | 2.7% | i | . | -1.3% | 3.0% | -4.3% | 3.4%
Cc1ccc(C2/C(=C(/O)c3ccccc3)C(=O)C(=O)N2CCN2CCOCC2)o1 (configuration not stated) | -1.1% | -0.6% | -4.1% | . | -6.4% | . | 2.8% | 2.5% | -2.9% | -0.7% | -0.5%
CCOc1ccc(OCC)c(NC(=O)C(NS(=O)(=O)c2ccc3c(c2)oc(=O)n3C)C(C)C)c1 (configuration not stated) | 1.7% | -0.8% | -11.2% | i | 10.4% | i | 1.8% | -1.3% | -3.7% | 0.7% | ?
O=C(Cn1c(=O)sc2ccccc21)Nc1ccc2c(c1)OCCO2 | -1.3% | -2.0% | -1.3% | i | 2.5% | i | . | 0.0% | -0.5% | -4.9% | -3.9%
Cc1c(C(=O)OC2CCCC2C)[nH]c2c1C(=O)CCC2 (configuration not stated) | -0.6% | -1.9% | -6.8% | . | -8.8% | . | -0.4% | 1.9% | -3.0% | 1.6% | ?
O=C(Nc1ncc(Cc2ccccc2)s1)C1CCCO1 (configuration not stated) | -1.3% | 2.7% | -5.5% | . | 5.9% | . | -0.2% | . | -0.5% | 2.4% | 6.4%
O=C1CN(C(=O)COC(=O)CCC(=O)c2ccc3c(c2)OCCO3)c2ccccc2N1 | -2.9% | 0.8% | -0.8% | i | 2.0% | i | -0.1%[57.5 µM] | 1.0% | -2.5% | 7.1% | -5.0%
CCOC(=O)c1[nH]c(C)c(/C(O)=C2\C(=O)C(=O)N(CCN(C)C)C2c2ccncc2)c1C (configuration not stated) | -0.3% | -0.9% | 4.1% | 1.32e-08M* | 0.0% | ? | 0.7%[57.5 µM] | 4.3% | -5.9% | -1.7% | 7.5%
CCNc1ncc2nc(-c3ccc(OC)cc3)c(=O)n(CCOC)c2n1 | 0.2% | -4.3% | -4.5% | 1.89e-08M* | 6.7% | 1.62e-08M* | 4.2% | 8.1%[9.22 µM] | -4.8% | -2.0% | ?
Cc1nc(CNS(=O)(=O)c2ccc3c(c2)CCCC3)cs1 | -0.8% | -0.2% | -11.9% | . | 21.1% | . | -0.7% | . | 1.4% | -8.4% | 5.6%
C=CCn1c(SCC(=O)Nc2ccc(C)cc2C)nnc1-c1cccnc1 | -0.9% | -2.3% | -2.2% | i | 9.5% | i | -1.3% | 1.0% | 1.9% | -2.0% | 23.4%
COc1ccc(CN2CC(C(=O)NCc3cccc(OC)c3)CC2=O)cc1 (configuration not stated) | 0.6% | -2.4% | -1.9% | i | 3.3% | i | -3.2%[0.369 µM] | 2.2% | -1.0% | 7.1% | 6.4%
CN(CCNS(=O)(=O)c1ccc2c(c1)oc(=O)n2C)Cc1ccccc1 | 1.9% | -1.5% | -1.3% | . | -0.1% | . | -0.6% | -5.0% | -0.8% | -11.5% | -0.5%
Cc1cc2cc(CNC(=O)NC3CCCCC3)ccc2[nH]1 | 0.3% | -2.1% | -8.4% | i | -9.5% | i | 0.1% | 0.0% | -1.4% | -2.3% | -2.7%
N#CCCN1CCN(C(=S)c2ccc(-c3cc(Cl)ccc3Cl)o2)CC1 | 1.0% | -0.3% | ? | i | 5.2% | i | . | 1.2% | -21.4% | -7.9% | 11.5%
CSc1nnc(-c2cccs2)n1-c1ccccc1 | -0.3% | -2.3% | 2.0% | i | 2.6% | i | -0.5% | -1.0% | -2.5% | 0.0% | 27.9%
COc1ccccc1Cc1noc(-c2cc(Cl)ccc2OC)n1 | 0.5% | -2.0% | -10.0% | i | 4.6% | i | -1.4% | 5.7% | -5.2% | 3.2% | 4.3%
COc1ccc(-c2nc(SC)n(C(=O)c3ccco3)n2)cc1 | -2.5% | 0.1% | -9.3% | 8.26e-08M* | 0.0% | 7.27e-08M* | -1.0% | -0.4% | -0.6% | 1.7% | -6.8%

Structure | BRCT inh red | BRCT inh green | ALOX15 inhib | A350 fluor | UbGFP stabilizer | 4-MU autofl | HBB splicing | GFP derepression | Hsp90 Hop PPI | Pol III holo inh | CRE-bla Fsk
CCC(=O)Nc1ccc(C(=O)n2ccc(C)n2)cc1 | -1.7% | -1.9% | 4.6% | 3.9e-08M* | -1.8% | 4.26e-08M* | . | 4.9% | 1.8% | -9.0% | -7.9%
NS(=O)(=O)c1ccc(CCNC(=O)COC(=O)C2CCCN2C(=O)c2cccs2)cc1 (configuration not stated) | 2.3% | -4.6% | 3.3% | i | 2.1% | i | 0.7% | -1.1% | -0.7% | 0.5% | ?
CN(Cc1nc2ccccc2n1C)S(=O)(=O)c1ccc(F)cc1 | 0.3% | -1.8% | 1.8% | ? | -16.2% | i | -1.1% | 5.9% | 2.6% | -3.5% | ?
CCOCCCNCC(=O)Nc1ccc(OC(F)(F)F)cc1 | 0.0% | 0.6% | 4.8% | i | 0.4% | i | . | -3.4% | -3.5% | 2.4% | -1.7%
Cc1ccccc1C(=O)Nc1cccc(NC(=O)Cn2cnc3c(=O)n(C)c(=O)n(C)c32)c1 | -0.8% | 2.6% | -5.4% | i | 2.4% | i | -0.3% | 1.6% | -3.1% | -7.7% | -0.7%
COc1ccc(-c2cc3ccccc3n2CC(O)CNC(CO)(CO)CO)cc1 (configuration not stated) | -1.1% | -1.8% | -8.7% | i | 3.0% | i | 0.3% | -2.1% | -11.8% | -5.4% | -3.5%
Cc1csc(SCc2nnc(-c3ccccc3Br)o2)n1 | -2.3% | 0.1% | -10.7% | i | 0.1% | i | -0.4%[57.5 µM] | -0.2% | 1.4% | 1.7% | 4.4%
O=C(Nc1ccccc1)OCc1ccccn1 | -1.2% | 0.4% | 5.6% | i | 4.3% | i | -1.8% | -2.6% | -3.2% | -2.9% | -6.6%
CCOC(=O)CCCCNCc1ccccc1 | 0.9% | -7.5% | 2.2% | i | -0.9% | i | -0.4%[0.369 µM] | 2.2% | -2.8% | -0.8% | -5.0%
Cc1cc(C)n2cc(CSc3nnc(N)s3)nc2n1 | 0.2% | -3.6% | -6.6% | i | 0.0% | i | 3.7%[57.5 µM] | -2.2% | -4.6% | 4.5% | 11.6%

Of the compounds above, these have a Cl atom:
Structure | BRCT inh red | BRCT inh green | ALOX15 inhib | A350 fluor | UbGFP stabilizer | 4-MU autofl | HBB splicing | GFP derepression | Hsp90 Hop PPI | Pol III holo inh | CRE-bla Fsk
N#CCCN1CCN(C(=S)c2ccc(-c3cc(Cl)ccc3Cl)o2)CC1 | 1.0% | -0.3% | ? | i | 5.2% | i | . | 1.2% | -21.4% | -7.9% | 11.5%
COc1ccccc1Cc1noc(-c2cc(Cl)ccc2OC)n1 | 0.5% | -2.0% | -10.0% | i | 4.6% | i | -1.4% | 5.7% | -5.2% | 3.2% | 4.3%

The order is random; 12% or so of the library scored in one or more.
